TPT1 inh: blocks Candida albicans tRNA 2'-phosphotransferase | recombinant caTPT1, FP RNA substrate dephosphorylation | inhibition, % at 5 µM | 300,000 tested, 0.81% active | AID 1962;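 active = inhibition above the mean of all tested compounds plus 3 SD, set per screening campaign, cut at about 24% in these data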;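 note: plate controls were DMSO alone for no effect and ferristatin control at 100 nM for full effect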
PP5 primary: blocks human protein phosphatase 5 activity; inhibition, % at 6.7 µM; P53041; purified PP5c, OMFP substrate fluorescence; 320,000 tested, 0.18% active;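 active = inhibition above the campaign's mean inhibition across all tested compounds plus 3 SD, cut at about 9.5% in these data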;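 note: 0% = DMSO only and 100% = 100 µM cantharidin control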
Target sequence (P53041 whole entry, looked up): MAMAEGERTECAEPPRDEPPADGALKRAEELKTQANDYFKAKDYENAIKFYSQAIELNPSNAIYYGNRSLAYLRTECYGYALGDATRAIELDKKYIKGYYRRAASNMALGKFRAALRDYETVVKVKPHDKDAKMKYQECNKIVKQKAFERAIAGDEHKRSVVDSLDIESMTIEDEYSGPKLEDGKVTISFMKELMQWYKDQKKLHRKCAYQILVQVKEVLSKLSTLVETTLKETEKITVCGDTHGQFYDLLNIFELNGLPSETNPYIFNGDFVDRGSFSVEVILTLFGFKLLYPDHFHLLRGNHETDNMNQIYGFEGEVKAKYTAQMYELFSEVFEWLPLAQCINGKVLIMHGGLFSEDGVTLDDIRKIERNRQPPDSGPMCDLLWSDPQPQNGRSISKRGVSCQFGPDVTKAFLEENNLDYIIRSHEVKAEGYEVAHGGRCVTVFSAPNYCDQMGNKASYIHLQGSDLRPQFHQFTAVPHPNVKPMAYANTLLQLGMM
LYPLA2 counter: counter-screen for PME1 inhibitors: inhibitors of human LYPLA2 | recombinant LYPLA2, FP-Rh probe fluorescence polarization | 320,000 tested, 0.38% active | inhibition, % at 5.9 µM;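 active = inhibition above the screen-wide mean plus 3 SD, limit set per campaign, cut at about 26% in these data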;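 note: 0% = LYPLA2 with DMSO and 100% = wells lacking LYPLA2 enzyme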
PREPL inh: inhibitors of human prolyl oligopeptidase-like enzyme PREPL; Q4J6C6; recombinant PREPL, fluorescence polarization activity-based probe; inhibition, % at 5.96 µM; 320,000 tested, 0.68% active; in the data active = inhibition above about 43%;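 note: 0% = enzyme with DMSO and 100% = wells lacking enzyme; many of its hits are not listed in these tables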
GASC-1 inh: human JMJD2C demethylase inhibition; Q9H3R0; GST-JMJD2C(1-420) H3K9me3 demethylation, DELFIA europium; inhibition, % at 2.35 µM; 330,000 tested, 0.069% active;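 active = more than half of a compound's replicate wells show inhibition beyond 50%, single wells judged on their own value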;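 note: signal counts dimethyl H3K9 product captured on neutravidin plate; 0% = median of DMSO wells and 100% = 0.3 times that DMSO median; strong numbers were not always called active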
Target sequence (Q9H3R0 1-420 limits assumed): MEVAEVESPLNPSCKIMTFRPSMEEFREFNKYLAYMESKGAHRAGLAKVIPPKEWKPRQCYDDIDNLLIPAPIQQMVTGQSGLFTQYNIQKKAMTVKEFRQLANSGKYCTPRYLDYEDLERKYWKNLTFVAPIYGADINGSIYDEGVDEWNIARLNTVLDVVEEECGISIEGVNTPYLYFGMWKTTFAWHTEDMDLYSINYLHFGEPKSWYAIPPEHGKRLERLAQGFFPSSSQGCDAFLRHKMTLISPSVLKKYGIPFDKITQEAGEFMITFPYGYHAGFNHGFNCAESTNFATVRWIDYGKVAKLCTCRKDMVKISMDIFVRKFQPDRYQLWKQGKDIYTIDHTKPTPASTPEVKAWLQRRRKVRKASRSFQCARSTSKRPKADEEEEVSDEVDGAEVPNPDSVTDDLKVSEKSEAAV
Efflux pump inh: inhibitors of Candida antifungal efflux pumps expressed in yeast. S. cerevisiae Candida pump triplex, Nile Red efflux. inhibition, % at 10 µM. 330,000 tested, 0.44% active;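 active = plate passing quality check with inhibition over a set limit, or well fluorescence over plate mean plus 4 SD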;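 note: Nile Red retained in pooled yeast measured as flow cytometry median fluorescence; 0% = buffer negative control and 100% = Enniatin B positive control; higher means more Nile Red kept so more efflux inhibition; some compounds called inactive have numbers as strong as hits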
HCV core dimer: blocks dimerization of HCV core protein; TR-FRET GST/Flag-core106 dimerization, 1536-well; inhibition, % at 5 µM; 300,000 tested, 0.33% active;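 active = inhibition above the mean of all tested compounds plus 3 SD, set per screening campaign, cut at about 45% in these data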
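Assay system: tagged HCV core106 pair (GST and Flag); medium: KF-containing HEPES buffer, pH 7.45, DTT, CHAPS, BSA; also added: Eu donor and XL665 acceptor anti-tag antibodies; dosing: 5 µM single dose; timing: compound-protein-antibody incubation 4 h at 22.5 °C; signal: TR-FRET 671 and 617 nm emission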
PP1 counter: counter-screen for PP5 inhibitors: inhibitors of human PP1-alpha. inhibition, % at 6.7 µM. 320,000 tested, 0.9% active. purified PP1alpha, OMFP fluorescence. P62136. AID 2235;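 active = inhibition above the mean inhibition of all tested compounds plus 3 SD, computed separately for each screening campaign, cut at about 15% in these data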
Fh CTSL1 inh: cathepsin L1 inhibition, PFM18AAP counter-screen | 300,000 tested, 0.49% active | AID 1906 | inhibition, % at 5.96 µM | recombinant F. hepatica cathepsin L1, Z-Leu-Arg-MCA fluorescence;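 active = inhibition above the mean of all tested compounds plus 3 SD, set per screening campaign, cut at about 17% in these data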;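 note: 0% = plate median of test compound wells and 100% = 1 µM Z-Phe-Ala-diazomethylketone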
Starred values were filed as active, the others as inactive; . = no result given; & = joins results of further samples. The list is partial; count on the stated rates, not on these rows.

Below each compound: TPT1 inh	PP5 primary	LYPLA2 counter	PREPL inh	GASC-1 inh	Efflux pump inh	HCV core dimer	PP1 counter	Fh CTSL1 inh
> O=C(Nc1cccnc1)Nc1ccc(Br)cc1Cl
 : -2	2.3	3	-15	4	-0.2	3	1	-1
> CC1=NN(c2ccccc2)C(=O)/C1=C/C=C/C=C/N(C)C
 : 124*	10*	-47	-25	-27	0.6	-31	3	2
> Cc1ccccc1C(=O)N1CCN(c2ccc(NC(=O)c3cccs3)cc2)CC1
 : -1	0.1	3	7	-4	0.1	7	-1	-1
> O=C(Nc1ccnn1C1CCN(C/C=C/c2ccccc2)CC1)c1cccc(F)c1
 : 2	4.0	6	-47	8	0.1	0	5	-2
> O=C(/C=C/c1ccc([N+](=O)[O-])s1)N1CCN(c2ccccc2)CC1
 : -5	2.7	-2	8	-3	0.1	1	-6	0
> O=C(Nc1ccccc1)NC1CCN(Cc2ccccc2)CC1
 : 30*	-2.0	-6	10	-1	0.0	6	-1	0
> CC(C)c1ccc(OCC(=O)N2CCc3ccccc3C2)cc1
 : -1	-0.5	1	-65	28	-0.1	9	0	4
> C=CCN1c2ccccc2[C@]23C[C@@H](C(=O)OC)N(C(C)=O)C2=NC(C(=O)OC)=C(C(=O)OC)[C@H]13
 : 1	5.5	4	-2	-20	0.1	-10	-10	1
> Cc1cc(-n2c(SCC(=O)NCCC3=CCCCC3)nc3n[nH]c(C)c3c2=N)ccc1Cl
 : -3	-6.5	-2	19	7	-0.3	-2	-3	15
> COC(=O)c1nc(NNC(=O)c2ccccc2)sc1-c1ccccc1
 : -3	0.2	6	5	-15	-0.1	0	4	-1
> COc1ccc(-c2cc(C(F)F)nc(-n3nc(C)cc3C)n2)cc1
 : -3	0.7	-2	-2	5	-0.1	7	1	2
> COCCNC(=O)COC(=O)c1nsc(Cl)c1Cl
 : 2	0.1	1	7	18	-0.1	-2	-4	2
> COc1cc(Cl)c(C)cc1NC(=O)CSc1nc2ccccc2o1
 : -1	3.1	-5	6	0	0.0	3	-3	-1
> O=C(O)C1C2C=CC(C2)C1C(=O)Nc1ccc(C(=O)N2CCCCC2)c(Cl)c1 (stereo not given)
 : 2	0.2	-7	2	-8	0.0	3	-4	1
> COC(=O)c1ccc2c(c1)NC1=C(C(=O)CC(C)(C)C1)C(c1ccncc1)N2 (stereo not given)
 : -3	-0.7	4	12	-5	-0.1	-7	0	4
> O=C1CSc2ccccc2N1Cc1ccccc1F
 : 0	1.1	4	-20	-49	-0.5	4	3	6
> O=C(CN1CCC(C(O)(c2ccccc2)c2ccccc2)CC1)Nc1ccccc1
 : -2	-0.2	4	2	10	0.0	1	3	2
> CC(C)c1nc2n[nH]c(N)c2c2c1CSC(C)(C)C2
 : 0	4.2	10	18	-9	0.2	-6	0	-1
> COc1ccc(S(=O)(=O)N(CC(=O)NCc2ccco2)C2CCCCC2)cc1OC
 : 1	0.5	2	1	-2	0.0	1	-3	0
> Cc1cc(C(=O)NCCCn2ccnc2)cs1
 : 2	3.1	-8	1	-3	0.1	0	-7	-1
> O=C(O)CCc1ccc(-c2cccs2)n1Cc1ccco1
 : -1	0.1	1	-7	9	0.0	2	2	-5
> CCCOP(=O)(OCCC)C1(Nc2ccc(C)cc2)CCCCC1
 : -7	-0.1	0	19	4	-0.1	3	3	1
> Cc1ccc(/C=C/C(=O)O)cc1S(=O)(=O)NCc1cccnc1
 : -1	2.0	4	-7	1	0.0	-2	-5	-2
> COc1ccccc1CNC(=O)c1n[nH]c2ccccc12
 : -1	-0.6	1	0	3	-0.1	-3	3	4
> CC(OC(=O)C(C)N1C(=O)C2C3C=CC(C4CC34)C2C1=O)C(=O)c1ccccc1 (stereo not given)
 : -4	1.4	-6	3	1	0.1	-1	4	2
> Fc1ccc(C(c2nnnn2Cc2cccs2)N2CCN(c3ccccc3)CC2)cc1 (stereo not given)
 : 2	2.6	2	-14	9	-0.2	18	1	3
> COc1ccc(NS(=O)(=O)c2ccc3c(c2)CCCN3C(C)=O)cc1
 : -2	3.8	1	-4	0	-0.2	-2	-2	-5
> COc1ccccc1-c1cc(C(=O)N/N=C/C=C/c2ccccc2[N+](=O)[O-])c2ccccc2n1
 : -2	2.8	-11	9	-8	0.0	14	2	3
> COc1cccc(/C=N/NC(=S)NCc2ccco2)c1OC
 : -2	1.5	-2	0	-16	0.0	2	-2	0
> CCOc1cc(NC(=O)c2ccco2)c(OCC)cc1NC(=O)COc1ccccc1C
 : -1	3.2	-5	2	-3	0.2	-4	-4	-3

Compound profiles (already shown). Order of screens: TPT1 inh | PP5 primary | LYPLA2 counter | PREPL inh | GASC-1 inh | Efflux pump inh | HCV core dimer | PP1 counter | Fh CTSL1 inh
`COCCNC(=O)COC(=O)c1nsc(Cl)c1Cl` is listed as 2 | 0.1 | 1 | 7 | 18 | -0.1 | -2 | -4 | 2
`O=C1CSc2ccccc2N1Cc1ccccc1F` is listed as 0 | 1.1 | 4 | -20 | -49 | -0.5 | 4 | 3 | 6

Next part
Below each compound: TPT1 inh	PP5 primary	LYPLA2 counter	PREPL inh	GASC-1 inh	Efflux pump inh	HCV core dimer	PP1 counter	Fh CTSL1 inh
> CCN(CC(=O)NCc1ccc(F)cc1)C(=O)/C=C/c1ccco1
 : 0	-0.7	1	-5	5	0.0	-4	3	3
> COc1ccc(C2/C(=C(/O)c3ccccc3)C(=O)C(=O)N2CCN2CCOCC2)c(OC)c1 (stereo not given)
 : 0	-0.1	-5	0	37	0.0	-4	3	0
> CC(=O)Nc1nonc1-c1nc2ccccc2n1CCC(C)C
 : -3	0.7	2	-9	-3	0.0	7	0	2
> O=C(O)COc1ccc2c3c(c(=O)oc2c1)CCCC3
 : -5	0.0	5	7	-15	-0.3	-2	1	0
> COCCNc1ccnc2c(Cl)cccc12
 : 10	-1.9	-1	1	3	0.0	1	-6	1
> CCOc1cc(S(=O)(=O)N2CCN(Cc3ccccc3)CC2)ccc1Br
 : -5	3.1	5	-18	-5	-0.1	14	1	1
> O=S(=O)(Nc1cccc(-c2nc3cccnc3s2)c1)c1ccc2c(c1)CCCC2
 : -5	1.7	-63	-66	-10	0.1	22	1	-2
> CCOC(=O)C1=C(O)C(=O)N(c2ccc(S(N)(=O)=O)cc2)C1c1ccc(Cl)cc1 (stereo not given)
 : 2	1.8	-8	4	7	0.0	1	12	3
> COc1ccc(N2CC(C(=O)NNC(=O)c3ccc(Br)cc3)CC2=O)c(OC)c1 (stereo not given)
 : 3	-1.0	0	7	6	0.0	3	-1	-3
> COc1ccccc1CNC(=O)c1ccncc1
 : 1	-1.1	0	3	5	-0.1	2	-6	-7
> O=C(NCc1ccccc1)C(c1ccc(F)cc1)N(Cc1cccs1)C(=O)c1cnccn1 (stereo not given)
 : 0	-0.5	7	-5	11	0.1	7	-6	-1
> CCC(=O)Nc1cccc(NC(=O)CSc2nnc(C(C)C)n2CC)c1
 : 3	-1.3	5	2	6	0.0	-1	-2	-3
> COc1ccc(/C=C2\SC(=S)N(CC(=O)NNC(=O)c3ccncc3)C2=O)cc1
 : -5	2.5	-6	2	5	0.0	4	-1	-2
> Cc1ccc(C(=O)NCCN2CCCC2)cc1
 : 0	-11	-6	11	-7	-0.2	-4	4	6
> COC(=O)Nc1ccc(Oc2ccccc2)cc1
 : 0	1.1	-2	-1	2	0.6	-10	2	-13
> COc1ccc(C(=O)Nc2cc3c(cc2C#N)OCO3)cc1S(=O)(=O)NCc1ccco1
 : -3	0.8	5	-6	-6	0.0	-13	9	4
> COCC1CCCN(C(=O)c2ccc3nc(Cc4cccc(Cl)c4)oc3c2)C1 (stereo not given)
 : -1	1.8	4	34	8	0.2	-2	2	-1
> CCN1c2ccccc2S(=O)(=O)c2ccccc21
 : -3	2.0	-2	16	-5	0.0	3	2	-2
> COc1ccc(CC(=O)N/N=C/c2cc(Br)cs2)cc1OC
 : -1	2.3	-4	-7	-5	0.7	-7	5	-10
> Cc1ccc(S(=O)(=O)CCC(=O)Nc2ccc3c(c2)OCO3)cc1
 : 0	0.1	1	8	-1	-0.3	-4	-1	4
> O=C1COc2ccccc2N1Cc1ccc(Cl)cc1
 : 3	0.7	11	-9	12	0.0	0	0	0
> C=CCNC(=O)C12CCC(C)(C(=O)[C@H]1Br)C2(C)C (stereo not given in full)
 : -2	-1.2	-3	0	1	0.0	2	-6	-7
> CC(C)N(C(=O)Cn1cnc2c(cnn2-c2ccccc2Cl)c1=O)C(C)C
 : -1	4.7	6	5	2	0.5	-1	-2	0
> O=C(NCCc1ccccn1)c1nc(Cn2cc(Br)cn2)no1
 : 3	1.4	-2	10	-12	-0.1	0	1	1
> COc1ccc(C2CC(c3cccs3)=NN2C(=O)COC(=O)C2CCCCC2)cc1OC (stereo not given)
 : -6	1.4	-5	15	4	0.2	18	3	-1
> CC1N(O)C(c2ccc(Cl)cc2Cl)N(O)C1(C)C (stereo not given)
 : -3	1.6	4	-12	10	-0.1	0	1	-1
> O=C(CN1C(=O)c2ccc(Br)cc2C1=O)NCC1CCCO1 (stereo not given)
 : 14	-6.1	-8	10	-2	0.2	-14	-8	-5
> Cc1ccc(-c2noc(CCCC(=O)NCC3CCCO3)n2)cc1 (stereo not given)
 : -5	-9.5	-5	20	6	-0.1	-12	-5	9
> Cc1ccccc1Cn1cnc2c([N+](=O)[O-])c(C)c(C)cc21
 : -1	-2.7	9	6	-1	0.4	-1	11	4
> O=C(NN1C(=O)c2ccccc2C1=O)C1CC2CCC1C2 (stereo not given)
 : 0	0.0	-2	6	13	0.2	-7	-1	3
> O=C(COc1ccccc1)Nc1ccccc1C(=O)NC1CC1
 : -1	-0.8	-5	-7	0	0.2	-2	-3	4
> O=S(=O)(Nc1cc(Cl)ccc1-n1cncn1)c1ccc(F)cc1
 : .	0.7	-1	7	.	-0.1	.	-4	.
> CCC(Oc1ccccc1)C(=O)NCCCN1CCOCC1 (stereo not given)
 : 1	2.9	1	8	4	0.1	2	-4	-1
> CCOC(=O)c1cc(S(=O)(=O)N2CCc3ccccc32)cn1C
 : -1	2.3	5	-9	7	0.0	-3	7	3
> Cc1cc(-c2ccccc2)nc(N/N=C/c2ccc(O)cc2O)n1
 : 0	0.8	-1	28	-5	0.0	-2	6	2
> CCN(C(=O)CSc1nnc(Cc2ccccc2F)n1N)C1CCS(=O)(=O)C1 (stereo not given)
 : -2	-0.6	-1	8	0	0.0	7	-5	1
> O=C(c1ccco1)N1CCN(S(=O)(=O)c2ccc3c(c2)CCN3C(=O)C2CCC2)CC1
 : 1	2.6	8	-10	-15&-6	0.1	3	-17	-4
> CCCNC(=O)[C@H]1N2C(=O)c3c(ccc(OC)c3OC)C2SC1(C)C (stereo not given in full)
 : -1	0.2	-3	-12	-16	0.2	2	2	0
> Brc1ccc2ncnc(NCc3ccco3)c2c1
 : -1	3.7	7	9	-7	-0.2	9	3	-4
> CS(=O)(=O)N1CCCC(C(=O)NCCCN2CCC(Cc3ccccc3)CC2)C1 (stereo not given)
 : 1	-1.5	0	18	-23&0	-0.1	0	-3	1
> CCOC(=O)N1CCN(C(=O)c2cccn3c(=O)c4cc(Cl)ccc4nc23)CC1
 : 0	11*	8	4	10	0.0	1	1	0
> COc1ccccc1NS(=O)(=O)c1ccc(C)c(C(=O)NCC2(N(C)C)CCCCC2)c1
 : .	2.3	2	-10	6	0.1	.	2	.
> CC(Oc1ccc(F)cc1)C(=O)Nc1cccc(-c2nn[nH]n2)c1 (stereo not given)
 : -2	-1.0	5	3	-5	-0.2	2	-2	2

Bioassay records (PubChem)
